Vc quorum ag = inducers of Vibrio cholerae quorum light production without autoinducers | V. cholerae BH1578 lux reporter, luminescence, 6 h | activation, % at 18.7 µM | 0.16% of 350,000 active | AID 588436; in the data active = activation mostly above about 9.7%, no sharp cut-off; also: not every result past the cut was called active; inactives centre near 0; reference of the scale not given here
Y pestis TopoI = blocks Yersinia pestis topoisomerase I activity | Y. pestis Topo-I cleavage product accumulation, plate reader | activity, % at 10 µM | 0.064% of 360,000 active | AID 504884; in the data active = activity above about 50%, passing the limit was not always enough; also: inactives centre near 2
PriA SSB inh = K. pneumoniae PriA-SSBct interaction inhibition; 0.6% of 430,000 active; inhibition, % at 33 µM; AlphaScreen SSBct-PriA binding, biotinylated peptide; in the data active = inhibition mostly above about 37%, no sharp cut-off; inactive = mostly below about 20%;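 also: plate controls were negative control peptide for no effect and reference peptide for full effect; strong numbers were not always called active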
MazF activator = activators of E. coli MazEF toxin-antitoxin RNase | P0AE70 | FAM/BHQ RNA-DNA oligo cleavage fluorescence, 5 h | activation, % at 20 µM | 0.32% of 350,000 active | AID 504720; in the data active = activation above about 50%
Anthrax LF prot = anthrax lethal factor protease inhibition | P15917 | 0.12% of 360,000 active | multiplex microsphere protease cleavage assay, LF | inhibition, % at 10 µM; in the data active = inhibition above about 30%; also: plate controls were buffer without enzyme for full effect and enzyme alone for no effect
Target sequence (P15917 whole entry, looked up): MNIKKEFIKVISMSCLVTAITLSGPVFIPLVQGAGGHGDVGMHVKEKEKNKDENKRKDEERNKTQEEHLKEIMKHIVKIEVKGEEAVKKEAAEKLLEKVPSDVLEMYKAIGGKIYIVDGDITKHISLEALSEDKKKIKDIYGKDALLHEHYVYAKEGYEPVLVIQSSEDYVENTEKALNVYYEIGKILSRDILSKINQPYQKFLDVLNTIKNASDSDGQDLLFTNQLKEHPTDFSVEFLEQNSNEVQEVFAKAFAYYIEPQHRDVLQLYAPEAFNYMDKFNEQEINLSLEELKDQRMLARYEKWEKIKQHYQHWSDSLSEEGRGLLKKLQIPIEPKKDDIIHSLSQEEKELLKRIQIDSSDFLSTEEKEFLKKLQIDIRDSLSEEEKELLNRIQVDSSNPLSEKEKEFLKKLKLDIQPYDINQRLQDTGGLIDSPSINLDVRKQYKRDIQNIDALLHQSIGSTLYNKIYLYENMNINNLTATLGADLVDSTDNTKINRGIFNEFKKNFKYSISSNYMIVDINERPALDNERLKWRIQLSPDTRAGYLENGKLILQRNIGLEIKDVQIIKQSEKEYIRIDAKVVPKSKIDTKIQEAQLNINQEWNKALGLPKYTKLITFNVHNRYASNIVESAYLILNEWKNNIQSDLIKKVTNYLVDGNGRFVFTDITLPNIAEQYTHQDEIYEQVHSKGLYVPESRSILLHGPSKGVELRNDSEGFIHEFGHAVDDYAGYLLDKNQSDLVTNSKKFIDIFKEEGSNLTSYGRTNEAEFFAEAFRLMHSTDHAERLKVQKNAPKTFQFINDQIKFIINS
3CLpro inhibitor = SARS-CoV 3CLpro protease inhibition. inhibition, % at 6 µM. recombinant SARS-CoV 3CLpro, quenched FRET peptide cleavage. AID 1706. 0.14% of 290,000 active; in the data active = inhibition above about 12%
PfHsp40 yeast = restores yeast growth despite PfHsp40 toxicity; S. cerevisiae expressing PfHsp40, growth rescue, ATP luminescence; growth rescue, % at 12.5 µM; 0.68% of 340,000 active; in the data active = growth rescue above about 28%, passing the limit was not always enough;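 also: yeast W303a lacking pdr1 and pdr3 grown in galactose medium; growth measured after three days at 30 °C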
TcdB inh = blocks C. difficile toxin B glycohydrolase activity; P18177; TcdB glycohydrolase enzymatic assay, plate reader; inhibition, % at 9.99 µM; 0.24% of 350,000 active; AID 652162; in the data active = inhibition above about 10%
DUSP3 inh = inhibitors of human VHR1 phosphatase (DUSP3); 0.52% of 290,000 active; inhibition, % at 13.3 µM; P51452; recombinant VHR phosphatase, pNPP absorbance; in the data active = inhibition above about 50%; also: some compounds called inactive have numbers as strong as hits
Target sequence (P51452 whole entry, looked up): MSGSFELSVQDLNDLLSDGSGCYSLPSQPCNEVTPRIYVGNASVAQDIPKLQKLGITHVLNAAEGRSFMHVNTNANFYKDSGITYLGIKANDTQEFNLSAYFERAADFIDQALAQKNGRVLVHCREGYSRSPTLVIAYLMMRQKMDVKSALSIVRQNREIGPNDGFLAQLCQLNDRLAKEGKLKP
Rv3671c protease = Rv3671c (M. tuberculosis) protease inhibition; P9WHR9; inhibition, % at 5.96 µM; 0.048% of 320,000 active; in the data active = inhibition above about 38%;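 also: extracellular domain of Rv3671c used as enzyme; 0% = enzyme with DMSO and 100% = no enzyme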
Starred values were filed as active, the others as inactive; i = inactive; nt = not tested or not shown; & = joins results of further samples.

SMILES | Vc quorum ag | Y pestis TopoI | PriA SSB inh | MazF activator | Anthrax LF prot | 3CLpro inhibitor | PfHsp40 yeast | TcdB inh | DUSP3 inh | Rv3671c protease
Cc1cccc(NC(=S)NCC23C=CC(O2)C2C(=O)N(c4ccc(Cl)cc4)C(=O)C23)c1 (stereo not given) | i | -1.8 | 0.2 | 1.4 | -2.3 | 5.0 | 0.3 | nt | -3.8 | -3.7
O=S1(=O)[C@H]2C[C@@H]3C=C[C@@]2(CN1Cc1cccc(C(F)(F)F)c1)O3 | -0.6 | 4.4 | -11.0 | 3.9 | -2.4 | 0.7 | -0.5 | 1.6 | 12.7 | 0.9
CC(=O)c1cc(C#N)c(NCc2ccccc2)nc1C | -0.5 | -3.5 | -15.4 | 8.1 | 5.9 | -0.2 | -1.0 | 0.8 | 13.6 | 2.1
CC1(C)COC(c2cc([N+](=O)[O-])ccc2Cl)=N1 | i | 4.1 | 3.9 | 13.3 | -2.6 | -1.7 | 0.7 | nt | 22.8 | 5.4
CCC(C(=O)Nc1ncn[nH]1)(C(F)(F)F)C(F)(F)F | -0.1 | 11.6 | -5.6 | 6.5 | 2.2 | 0.8 | -0.8 | nt | 12.0 | -1.6
COc1ccc(S(=O)(=O)N(C)C[C@H]2Oc3ccc(NC(=O)Nc4ccc5c(c4)OCO5)cc3C(=O)N([C@H](C)CO)C[C@@H]2C)cc1 | -0.4 | 1.2 | 14.1 | -3.9 | -10.6 | nt | -0.3 | 2.2 | nt | -12.3
C[C@H]1CN([C@@H](C)CO)S(=O)(=O)c2ccc(Br)cc2O[C@@H]1CN(C)C(=O)Nc1ccc2c(c1)OCO2 | -0.2 | 16.0 | nt | 1.5 | 0.2 | nt | nt | 0.9&0.4 | nt | nt
COc1ccc(-c2noc(CCC(=O)Nc3cccnc3)n2)cc1 | i | 1.9 | -12.1 | -0.8 | -2.4 | -4.2 | -0.5 | 1.0 | 17.7 | -3.3
CSc1ncnc2ncn(C)c12 | nt | 0.0 | 0.0 | 8.8 | 0.5 | nt | 1.1 | 0.3 | nt | nt
NC(=O)COC(=O)[C@H](Cc1c[nH]c2ccccc12)NC(=O)c1ccc(F)cc1 | i | 4.8 | -2.6 | 1.2 | -13.8 | 2.3 | 3.0 | -1.1 | 27.7 | 8.9
COCCNC(=O)C1(C)CCCN(Cc2c(C)nn(-c3ccccc3)c2C)C1 (stereo not given) | i | -3.4 | nt | nt | -4.1 | nt | nt | 0.3 | nt | nt
CC(C)(C)C(=O)NCc1ccc(C(=O)CN2C(=O)NC3(CCCC3)C2=O)s1 | -2.9 | 1.8 | -2.5 | -0.2 | -0.2 | nt | -1.1 | 1.4 | nt | nt
O=C1Nc2cc(C(=O)N3CCN(Cc4ccccc4)CC3)ccc2SC1N1CCOCC1 (stereo not given) | -0.5 | 24.6 | -0.9 | -3.6 | -0.6 | 3.1 | -1.0 | nt | 10.5 | -3.7
CC(c1nc2ccccc2c(=O)[nH]1)N(C)c1ccc2ccccc2c1 (stereo not given) | -0.1 | -6.0 | 9.0 | 7.9 | 0.3 | 2.5 | -0.5 | nt | -1.5 | 3.7
CCNCCC(=O)N1c2ccccc2Sc2ccc(C(F)(F)F)cc21 | i | 0.5 | -12.1 | 6.0 | -9.6 | 3.9 | -1.7 | 0.9 | 13.9 | -1.5
COc1ccc2oc(=Nc3cccc(F)c3)c(C(N)=O)cc2c1 | -0.4 | 21.9 | 3.5 | 4.3 | 0.0 | -1.7 | 0.6 | 0.8 | 3.5 | -11.2
COc1ccc(N2C(=O)CSC23CCC(C(C)(C)C)CC3)cc1 (stereo not given) | i | 15.2 | -3.9 | -7.5 | -4.5 | 2.8 | -1.1 | nt | 17.3 | 3.8
CC1(C)CC(=O)C2=C(C1)Nc1ccccc1[S@]2=O | -0.5 | -4.9 | -7.0 | 2.1 | -4.0 | -1.2 | -0.2 | 0.5 | 1.5 | -7.7
CCOC(=O)c1ccc(NC(=S)N(CCCN2CCCC2)Cc2ccco2)cc1 | -0.4 | 3.3 | -2.6 | 11.9 | -1.5 | 4.3 | -1.1 | 0.9 | 7.4 | -8.4
O=C(COc1ccc([N+](=O)[O-])cc1)Nc1ccc(NC(=O)c2ccccc2)cc1 | i | -4.4 | -5.6 | -7.3 | -2.5 | -2.5 | -0.2 | -0.6 | -5.5 | -12.2
CCc1cc(SC#N)ccc1N | -0.4 | -1.3 | 11.4 | 3.9 | 9.9 | 2.3 | -0.4 | 5.1 | 12.9 | -8.2
O=C(NCc1cccnc1)c1cc2nc(-c3cccs3)cc(C(F)(F)Cl)n2n1 | 1.2 | -3.3 | -9.1 | 3.2 | -0.7 | -1.3 | -0.6 | 1.3 | 21.6 | -7.0
CC(NC(=O)C(=O)NCCCn1ccnc1)c1ccccc1 (stereo not given) | -0.2 | -6.8 | -9.5 | 8.6 | -0.7 | 2.4 | -0.5 | 1.0 | 15.8 | -11.6
Nc1nnc(SCC(=O)OCc2ccc(F)cc2)s1 | -0.5 | 1.5 | -9.0 | -5.5 | -0.2 | 2.2 | -0.6 | nt | -17.0 | -1.1
COc1ccc(CN(C)S(=O)(=O)c2nnc(NC(=O)c3ccc(C)cc3)s2)cc1OC | -2.6 | 0.8 | -21.9 | -3.0 | -0.3 | 8.7 | 0.7 | 1.1 | -2.2 | -13.8

Five entries from above, with two lines to a compound.
The line under a structure holds: Vc quorum ag, Y pestis TopoI, PriA SSB inh, MazF activator, Anthrax LF prot, 3CLpro inhibitor, PfHsp40 yeast, TcdB inh, DUSP3 inh, Rv3671c protease
COc1ccc2oc(=Nc3cccc(F)c3)c(C(N)=O)cc2c1
    -0.4, 21.9, 3.5, 4.3, 0.0, -1.7, 0.6, 0.8, 3.5, -11.2
COc1ccc(N2C(=O)CSC23CCC(C(C)(C)C)CC3)cc1 (stereo not given)
    i, 15.2, -3.9, -7.5, -4.5, 2.8, -1.1, nt, 17.3, 3.8
CC1(C)CC(=O)C2=C(C1)Nc1ccccc1[S@]2=O
    -0.5, -4.9, -7.0, 2.1, -4.0, -1.2, -0.2, 0.5, 1.5, -7.7
CCOC(=O)c1ccc(NC(=S)N(CCCN2CCCC2)Cc2ccco2)cc1
    -0.4, 3.3, -2.6, 11.9, -1.5, 4.3, -1.1, 0.9, 7.4, -8.4
O=C(COc1ccc([N+](=O)[O-])cc1)Nc1ccc(NC(=O)c2ccccc2)cc1
    i, -4.4, -5.6, -7.3, -2.5, -2.5, -0.2, -0.6, -5.5, -12.2

New compounds follow
SMILES | Vc quorum ag | Y pestis TopoI | PriA SSB inh | MazF activator | Anthrax LF prot | 3CLpro inhibitor | PfHsp40 yeast | TcdB inh | DUSP3 inh | Rv3671c protease
N#CC1=C2SCC(O)(c3ccccc3)N2C(=O)CC1c1ccccc1 (stereo not given) | i | 1.5 | 14.7 | -5.4 | -1.8 | 3.7 | 0.3 | nt | 1.5 | -9.7
CCOc1cc(/C=N/NC(=O)c2cccnc2)ccc1OCc1ccc(C(=O)OC)o1 | 1.6 | 4.7 | nt | 11.0 | 0.7 | 2.0 | -0.2 | 0.4 | 5.1 | 1.7
CN(Cc1ccccc1)C(=O)c1cccc(N2C(=O)C3CC=CCC3C2=O)c1 (stereo not given) | -0.6 | 8.9 | 0.2 | -0.9 | -6.2 | 1.6 | 0.1 | -2.0 | nt | 0.5
CN1OC[C@@H]2CN(S(=O)(=O)c3cccc(C(F)(F)F)c3)[C@H](c3ccc(-c4cc5ccccc5o4)cc3)C[C@@H]21 | -0.2 | 0.4 | nt | 0.7 | -2.3 | nt | nt | -0.3 | nt | nt
O=C(CSc1nn(-c2ccccc2)c(=S)s1)Nn1cnnc1 | i | 2.8 | -4.2 | 2.6 | -3.1 | 6.8 | -0.7 | nt | 29.7 | 0.0
NC(=O)C[C@@H]1N[C@]2(C(=O)Nc3ccccc32)[C@@H]2C(=O)N(C3CCCCC3)C(=O)[C@H]12 | i | 1.6 | -6.3 | -3.0 | -0.7 | -0.9 | 1.0 | nt | 18.2 | 0.1
O=C(O)C1CCN(S(=O)(=O)c2ccc(N3CCCC3C(=O)O)c([N+](=O)[O-])c2)CC1 (stereo not given) | -0.2 | -1.2 | 8.8 | -1.4 | -2.8 | -2.8 | -0.8 | 0.6 | 27.9 | -6.2
O=C1CSCC(=O)N1c1ccccc1 | i | -2.2 | 7.0 | 1.1 | -1.5 | 2.2 | 0.2 | nt | 5.0 | -5.7
CCCC(=O)Nc1ccc(N2CCN(C(=O)c3ccccc3C)CC2)cc1 | -0.4 | -4.1 | 6.8 | -5.1 | 0.6 | 0.1 | 0.5 | nt | 10.9 | -2.6
CSCC(=O)N1CCC(n2nccc2NC(=O)CCCc2ccccc2)CC1 | i | 1.8 | -8.9 | 3.7 | 3.9 | -2.1 | -0.3 | 0.6 | 14.5 | 7.1
O=C(CN1C(=O)COc2ccccc21)Nc1ccc2c(c1)OCCO2 | i | -0.7 | -10.9 | 3.2 | -3.3 | 0.6 | 0.3 | nt | 25.3 | 0.9
C=CCN(c1ccccc1)S(=O)(=O)c1ccc2c(c1)NC(=O)C(C)C(=O)N2 (stereo not given) | 1.3 | 5.5 | -8.0 | -3.8 | 3.6 | -6.8 | 0.2 | -0.5 | 5.5 | 3.8
CCCCN(CC)C(=O)C1CCCN(S(=O)(=O)c2cccc3nsnc23)C1 (stereo not given) | i | -14.6 | -7.4 | -11.0 | -3.4 | 3.3 | 0.5 | 1.4 | -20.8 | -12.9
O=C(Cc1ccccc1[N+](=O)[O-])NCc1ccccc1Cl | 1.0 | 1.8 | -14.6 | -1.9 | -1.5 | 6.7 | 1.2 | nt | 27.2 | -3.0
Cc1nn(C)c(C)c1/C=C(\C#N)S(=O)(=O)c1ccc(F)cc1 | i | -9.4 | nt | 0.5 | -0.4 | nt | nt | 1.1 | nt | nt
Cc1cccnc1NC(=O)c1cc2c(=O)oc3ccccc3c2s1 | -3.4 | 0.5 | -4.5 | 19.8 | -5.6 | 2.1 | 0.6 | nt | 4.7 | -0.4
Cc1nn(C(=O)c2ccco2)c(C)c1Sc1ccc(Br)cc1 | -4.5 | -1.0 | -4.5 | -6.6 | 1.0 | 4.9 | 0.0 | nt | 3.6 | -2.6
C/C(=N\NC(=O)C(c1ccccc1)c1ccccc1)c1ccc(O)cc1 | -0.3 | -0.7 | nt | -6.2 | -6.5 | -2.6 | 0.3 | 1.5 | 26.2 | -9.6
CCOC(=O)c1[nH]c2ccc(OC)cc2c1NC(=O)NC(C)C | -5.0 | -5.4 | 3.2 | 2.4 | -0.7 | -0.5 | -0.5 | nt | 13.2 | -2.7
COc1ccc(S(=O)(=O)N2CCC(C(=O)Nc3ccc(OC)c(OC)c3)CC2)cc1C | -0.3 | 21.3 | -11.5 | -6.1 | 0.0 | 1.1 | -0.3 | nt | nt | 4.0
O=C(Nc1ccc(Cc2ccncc2)cc1)c1cccs1 | 0.3 | -2.3 | -16.2 | 6.5 | -3.1 | 0.7 | -1.1 | 1.1 | 13.1 | -2.1
Cc1nnc(SCc2ccccc2)n1N | i | -1.2 | -3.8 | 7.7 | 1.1 | 0.5 | -0.4 | nt | 9.1 | -0.5
COc1ccccc1NC(=O)C1Cc2ccccc2CN1C(=O)c1ccco1 (stereo not given) | -0.1 | 3.7 | -9.4 | 12.0 | 6.2 | -2.0 | 1.1 | 4.3 | 49.0 | -4.4
CC/C(Cc1ccccc1)=N/NC(=O)c1cccc(Br)c1 | -0.1 | 1.7 | nt | -6.2 | 0.9 | 0.9 | -0.6 | nt | -4.8 | -6.1
COc1cc(/C=N/n2c(-c3cc(C)[nH]n3)n[nH]c2=S)cc(OC)c1OC | -2.3 | 0.6 | nt | 7.5 | 14.2 | -1.4 | -0.5 | 9.4 | 17.9 | -0.7
COc1ccc(CN(C(=O)c2ccco2)c2ccccc2)cc1 | 5.9 | 13.1 | -9.9 | -3.4 | -6.7 | -3.8 | -0.3 | nt | 22.3 | 9.9
Cc1ccc(N2CC(C(=O)NCCc3ccc(S(N)(=O)=O)cc3)CC2=O)cc1 (stereo not given) | 1.4 | 8.6 | -12.3 | 2.2 | -5.9 | 0.6 | -0.1 | 0.2 | -4.7 | -3.1

Assay outcomes as filed in PubChem BioAssay.

This is a subset (hit frequency here may not be typical).
